Hck Nef HTS: blocks Nef-activated human Hck kinase; P08631; Recombinant Hck-YEEI plus Nef, Z-Lyte FRET kinase assay; inhibition, % at 20 µM; actives 0.68% (n = 220,000); AID 463187;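 active = Hck-Nef kinase inhibition above about 50%, limit read from the data; inactive = inhibition below that limit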;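 also: 0% = DMSO with Hck plus Nef and 100% = Hck alone without Nef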
Runt-SMMHC FRET: blocks binding of human RUNX1 Runt domain to CBFb-SMMHC. Q01196+Q13951. Cerulean-Runt/Venus-CBFb-SMMHC FRET ratio 530/480, 1 h. inhibition, % at 20 µM. actives 0.74% (n = 220,000);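 active = mean inhibition across duplicate retests at 20 µM reaching about 50%, limit read from the data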;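 also: 0% = DMSO wells and 100% = wells with excess untagged CBFb-SMMHC; inhibitors lower the FRET ratio by blocking Runt binding to CBFb-SMMHC; some results filed as inactive read as strong as hits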
RBBP9 inhibitor: blocks human serine hydrolase RBBP9; O75884; recombinant RBBP9, FP-Rh probe fluorescence polarization; inhibition, % at 7.94 µM; actives 0.2% (n = 220,000);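 active = inhibition above the campaign mean of all tested compounds plus 3 SD, cut at about 14% in these data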;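 also: plate controls were DMSO wells with RBBP9 for no effect and wells lacking RBBP9 protein for full effect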
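Material: RBBP9 protein. Amount: RBBP9 at 2.5 µM in dispensed solution, before mixing. Schedule: 30 min then 45 min, 25 °C. Medium: Tris buffer pH 8.0, NaCl, Pluronic. Measured by: fluorescence polarization. Measure: percent inhibition from mP, scaled between DMSO and no-protein wells. Replication: one well per compound.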
Runt-CBFb FRET: blocks binding of human RUNX1 Runt domain to CBFb. Cerulean-Runt/Venus-CBFb FRET ratio 530/480, 1 h. actives 0.46% (n = 220,000). inhibition, % at 20 µM. Q01196+Q13951. AID 1496;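 active = inhibition over about 50% at 20 µM in the single-dose screen, limit read from the data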;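 also: 0% = DMSO wells and 100% = excess unlabeled CBFb competitor control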
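Buffer or medium: Tris pH 7.5 buffer with BSA. Assay system: Cerulean-labeled Runt domain protein. Amount: each fluorescent fusion protein 100 nM. Read-out basis: loss of energy transfer signal. Incubation: 1 h compound exposure, room temperature. Probe or stimulus: Venus-CBFb binding partner, 100 nM. Detection: FRET, excitation 422 nm, emission at 530 and 480 nm.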
L929 necroptosis: blocks zVAD induced death of L929 cells; L929 zVAD necroptosis rescue, ATP luminescence, 24 h; with zVAD 60 µM; actives 0.38% (n = 220,000); viability rescue, % at 10 µM;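 active = activation, scaled between plate controls, above about 75%, limit read from the data; inactive = activation under that limit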;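 also: 0% = zVAD with DMSO and 100% = DMSO alone without zVAD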
PGE2 EP2 inh: inhibitors of human EP2 prostaglandin E2 receptor; inhibition, % at 25 µM; AID 1422; C6 glioma cells expressing human EP2, cAMP TR-FRET; cells stimulated with saturating PGE2; actives 0.52% (n = 260,000);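 active = percent inhibition above 40 after rounding to a whole number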;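 also: rat C6 glioma host cells with rolipram phosphodiesterase inhibitor present; the protocol text gives 20 µM as final concentration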
TNF necrop inh: inhibitors of TNF-alpha induced necroptosis in Jurkat FADD-/- cells; Jurkat FADD-/- TNF necroptosis rescue, ATP luminescence, 24 h; 0 = TNF only, 100 = no-TNF cells; activation (protection from cell death), % at 10 µM; actives 0.068% (n = 220,000);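 active = activation, meaning protection from cell death, of at least 50% relative to plate controls; inactive = activation below 50%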;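 also: necroptosis triggered by 40 ng/mL TNF-alpha added together with compound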
PERK inh: human PERK inhibition, primary cell-based screen. inhibition, % at 5.6 µM. CHO PERK-DD fusion, SEAP luminescence translation reporter. actives 0.17% (n = 220,000). Q9NZJ5. AID 1416;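 active = inhibition above the mean inhibition of all tested compounds plus 3 SD, set separately per screening campaign, cut at about 2.9% in these data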;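 also: PERK kinase domain activated by AP20187 dimerizer at 100 nM; 0% = DMSO with dimerizer and 100% = rapamycin at 8.4 µM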
Target sequence (Q9NZJ5 whole entry, looked up, the tested form may be a part): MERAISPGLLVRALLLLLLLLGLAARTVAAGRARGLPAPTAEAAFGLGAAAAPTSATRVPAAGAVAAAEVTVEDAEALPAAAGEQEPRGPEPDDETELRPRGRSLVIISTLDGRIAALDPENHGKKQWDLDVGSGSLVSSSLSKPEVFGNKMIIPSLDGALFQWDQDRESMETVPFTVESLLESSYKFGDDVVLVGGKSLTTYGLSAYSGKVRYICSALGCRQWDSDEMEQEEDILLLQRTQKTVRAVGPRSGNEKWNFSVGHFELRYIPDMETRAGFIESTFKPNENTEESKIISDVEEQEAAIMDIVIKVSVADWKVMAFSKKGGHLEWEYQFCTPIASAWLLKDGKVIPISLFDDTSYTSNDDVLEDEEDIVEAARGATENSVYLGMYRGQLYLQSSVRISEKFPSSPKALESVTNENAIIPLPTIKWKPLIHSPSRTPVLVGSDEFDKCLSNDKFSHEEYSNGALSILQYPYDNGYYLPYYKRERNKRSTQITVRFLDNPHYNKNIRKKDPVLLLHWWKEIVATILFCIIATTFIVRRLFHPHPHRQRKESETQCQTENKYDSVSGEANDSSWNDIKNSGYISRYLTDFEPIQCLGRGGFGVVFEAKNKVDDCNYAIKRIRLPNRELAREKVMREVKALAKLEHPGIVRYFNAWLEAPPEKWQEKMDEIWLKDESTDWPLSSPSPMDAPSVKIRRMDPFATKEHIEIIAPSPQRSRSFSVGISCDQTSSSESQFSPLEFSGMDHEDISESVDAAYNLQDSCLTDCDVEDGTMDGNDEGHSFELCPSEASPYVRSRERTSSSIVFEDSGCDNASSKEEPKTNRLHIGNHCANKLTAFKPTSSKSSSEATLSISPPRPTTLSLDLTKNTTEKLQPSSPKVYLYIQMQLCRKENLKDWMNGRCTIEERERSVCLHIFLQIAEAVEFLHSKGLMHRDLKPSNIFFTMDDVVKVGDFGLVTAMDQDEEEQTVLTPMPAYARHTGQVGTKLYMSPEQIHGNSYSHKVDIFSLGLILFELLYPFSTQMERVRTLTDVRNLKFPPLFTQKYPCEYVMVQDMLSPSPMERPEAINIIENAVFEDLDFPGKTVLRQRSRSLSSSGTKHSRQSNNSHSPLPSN
EP2 mod: EP2 receptor (human) modulation. EP2-expressing cells, cAMP HTRF FRET, PGE2 co-stimulation. actives 0.83% (n = 260,000). P43116. induction, % at 25 µM;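 active = compounds whose cAMP rise, as percent of the full-agonist control response, exceeds 60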;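 also: rat C6 glioma line stably carrying human EP2 under a CMV promoter; the protocol text gives 20 µM as final concentration; 100% = response of wells given 1 µM PGE2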
An asterisk follows results filed as active; . = no result given; & = joins results of further samples. The list is partial, so the mix of outcomes need not match the whole.

SMILES	Hck Nef HTS	Runt-SMMHC FRET	RBBP9 inhibitor	Runt-CBFb FRET	L929 necroptosis	PGE2 EP2 inh	TNF necrop inh	PERK inh	EP2 mod
C=CCNC(=O)N[C@@H](Cc1ccccc1)C(=O)OC	1	2	-5	1	1.6	8	0.5	1.3	10
Cc1ccc(S(=O)(=O)Nc2ccc3c(c2)CCC3)cc1C	-1	1	-13	0	-0.2	7	7.2	0.2	8
CNCc1ccccc1OCc1ccccc1F	1	0	-2	0	-0.1	8	3.0	-0.4	54
CCN=C1SC(C(=O)Nc2cc(Cl)cc(Cl)c2)CC(=O)N1CC (stereo not given)	9	1	-5	-4	0.2	14	0.7	1.1	-13
CCn1c(SCC(=O)NCc2ccc3c(c2)OCO3)nnc1-c1cccs1	1	1	-9	0	-0.1	5	-0.9	-0.4	-2
Cc1ccc(C)c(NC(=O)c2ccccc2O)c1	0	1	1	-1	0.3	21	-0.8	1.1	2
C1=CC2CC1CC2CN1CCN(Cc2ccccc2)CC1 (stereo not given)	8	-8	1	0	0.3	11	0.0	-0.4	9
CCOC(=O)c1cnn(-c2nc(-c3ccc(F)cc3)cs2)c1C(F)(F)F	-1	-3	2	-3	0.1	8	1.1	0.5	65*
COc1ccc(-c2[nH]ncc2CNCCn2cccn2)c(F)c1	1	-5	2	0	0.0	6	0.6	0.3	11
Cc1cc2cc(CNC(=O)c3cccc([N+](=O)[O-])c3)ccc2n1C	-22	0	-1	1	.	13	-0.8	-0.4	-32
O=C(/C=C/c1cccs1)N1CCC2(CC1)Oc1ccc(F)cc1C(=O)C21CC(c2ccccc2)=NO1 (stereo not given)	5	-5	.	5	0.5	6	2.3	.	5
CCOc1cc(C2C(C(C)=O)=C(O)C(=O)N2CCc2c[nH]c3ccccc23)ccc1O (stereo not given)	21	3	0	2	2.3	10&12	1.7	0.4	9&11
Cc1cccc(NC(=O)N2CCC(c3nc4ccccc4o3)CC2)c1	1	1	-8	-2	3.2	4	-0.1	0.1	-20
CCOC(=O)c1cc(-c2ccc(N3CCOCC3)cc2)nn1-c1ccc(F)cc1F	1	6	-3	-4	.	2	0.7	-0.8	14
C[N+]1(CCOc2ccc([N+](=O)[O-])cc2)CCOCC1	-1	-9	-3	-23	0.7	16	-1.6	0.9	10
CCOC(=O)N1CCC(N2CCN(Cc3ccc(C)o3)C(CCO)C2)CC1 (stereo not given)	-24	2	2	0	-1.1	8	0.5	1.2	-2
CC(C)(C)NC(=O)C(c1ccccc1)N(C(=O)C1CSC(=O)C1)c1ccccc1 (stereo not given)	2	1	-1	0	-0.3	14	-2.2	0.2	11
O=C(Cn1cnc2c(oc3ccccc32)c1=O)NCc1ccccc1	0	2	-11	-1	-0.7	11	0.4	-0.7	-20
COc1ccccc1NC(=O)CCc1nc(-c2cccs2)no1	1	3	3	3	0.0	.	0.0	1.6	-13
COc1cc2c(cc1OC)C(Cc1ccc(O)cc1)N(C)CC2 (stereo not given)	2	2	-6	-3	.	6	-0.1	-0.3	15
Cc1cccc(OCc2nnc(SCC(=O)N3CCCC3)n2C)c1	2	1	-4	-3	-0.3	4&5	-3.2	0.6	-10&-15
CCc1ccccc1NC(=O)CCCSc1nc2ccccc2s1	2	0	-2	1	0.7	5	0.8	-0.7	-6
CCC1C(=O)n2nc(-c3ccccc3)cc2N=C1C (stereo not given)	0	-2	-11	3	1.2	7	-0.6	0.9	10
O=C(O)CCC(=O)N1CCc2cc(S(=O)(=O)NCc3cccs3)ccc21	3	-2	-4	-1	1.4	6	0.9	1.4	9
COc1ccc(C(=O)COC(=O)c2ccccc2NS(=O)(=O)c2ccc(O)c([N+](=O)[O-])c2)cc1	20	-5	-16	-4	0.2	11	1.9	-0.5	-35
O=C(c1cc2n(n1)C(C(F)(F)F)CC(c1ccco1)N2)N1CCc2ccccc2C1 (stereo not given)	9	-21	-4	-10	0.4	-6	-2.1	-1.0	6
COc1cc2c(cc1OC)C(C(=O)N1CCCCC1)C(c1ccccc1F)N(C)C2=O (stereo not given)	-9	-1	-1	1	-0.2	13	-1.4	-0.4	-8
CN(C)S(=O)(=O)c1ccc(Cl)c(C(=O)Nc2cccc([N+](=O)[O-])c2)c1	-3	-3	-6	1	0.8	8	-0.1	1.2	-39
Cc1ccc(-c2cc3nc(-c4ccc(Br)cc4)cc(N)n3n2)cc1	2	4	-11	2	2.4	4	1.8	0.6	17
CCOC(=O)c1ccc(CC2S/C(=C(\C#N)C(C)=O)NC2=O)cc1 (stereo not given)	-2	-6	-1	5	-0.8	19	-0.4	0.7	-1
Cc1nnc(NC(=O)c2csc3c2CCC(C)C3)s1 (stereo not given)	15	0	1	1	1.2	8&8	1.2	0.3	23&13
CCOc1ccc(NS(=O)(=O)c2ccc3c(c2)CCN3C(=O)C2CCC2)cc1	-1	2	-5	-1	-0.1	11	-1.0	-0.5	-24
CN(Cc1ccccc1)C(=O)CN(Cc1ccccc1)S(C)(=O)=O	3	2	-6	-1	-0.6	11	-1.4	-0.3	33
COC(c1ccccc1)c1nnc(CCC(=O)NCCCc2ccccc2)o1 (stereo not given)	19	2	-1	0	-0.6	4	0.5	-0.2	1
O=C(CCc1ccccc1)n1nc(-c2ccccc2)nc1NCc1ccco1	9	1	-7	-1	0.3	8	-0.7	0.5	12
COc1ccc(CNC(=O)CSc2nc(C)cs2)cc1	0	-1	-5	-1	1.8	4	1.5	0.7	6
CCc1nn2c(NCCOC)cc(C)nc2c1-c1ccc(F)cc1	28	0	-3	-1	1.6	7	2.7	-0.1	41
CC(=O)NC(Cc1c[nH]c2ccccc12)C(=O)NCc1ccc2c(c1)OCO2 (stereo not given)	1	3	1	0	0.2	9	-0.8	0.6	-2
CCCSc1nc(C)c(C(C)=O)cc1C#N	-1	2	-13	1	0.4	7	-2.9	-0.5	35
Cc1nc2ccc(NC(=O)C3CCN(S(=O)(=O)c4cccs4)CC3)cc2s1	0	2	2	0	-0.1	11	-2.4	-0.6	-28
Cc1ccccc1NC(=O)OCCN1CCN(Cc2ccccc2)CCC1=O	1	1	0	0	0.1	15	2.1	-0.3	8
CC(=O)Nc1nc2c(c3c1c(=O)oc1ccccc13)CCCCC2	5	2	-6	2	0.1	.	1.0	-0.4	24
CC(=O)c1cccc(CN2CCCC(CCC(=O)NCc3ccc(F)c(F)c3)C2)c1 (stereo not given)	18	1	4	-1	0.1	2	3.1	-0.1	-4
CC1CN(C(=O)CCc2ccccc2)C(C)CN1C(=O)CCc1ccccc1 (stereo not given)	-1	3	-9	-5	-0.2	4	0.2	-0.1	-49
CCOc1ccc(Br)cc1S(=O)(=O)Nc1nc(CN2CCOCC2)nc2sc(C)c(C)c12	1	-9	-4	-3	-0.2	24	0.3	-1.5	21
COC(=O)c1ccccc1S(=O)(=O)N(Cc1cc2cc3c(cc2[nH]c1=O)OCO3)C1CCCCC1	-1	-2	-9	-2	-0.2	.	0.5	-2.3	25

Ordered by molecular weight (lowest first): some entries from above
SMILES	Hck Nef HTS	Runt-SMMHC FRET	RBBP9 inhibitor	Runt-CBFb FRET	L929 necroptosis	PGE2 EP2 inh	TNF necrop inh	PERK inh	EP2 mod
CCCSc1nc(C)c(C(C)=O)cc1C#N	-1	2	-13	1	0.4	7	-2.9	-0.5	35
Cc1nnc(NC(=O)c2csc3c2CCC(C)C3)s1 (stereo not given)	15	0	1	1	1.2	8&8	1.2	0.3	23&13
COc1ccc(CNC(=O)CSc2nc(C)cs2)cc1	0	-1	-5	-1	1.8	4	1.5	0.7	6
CC(=O)Nc1nc2c(c3c1c(=O)oc1ccccc13)CCCCC2	5	2	-6	2	0.1	.	1.0	-0.4	24
CCc1nn2c(NCCOC)cc(C)nc2c1-c1ccc(F)cc1	28	0	-3	-1	1.6	7	2.7	-0.1	41
CCOC(=O)c1ccc(CC2S/C(=C(\C#N)C(C)=O)NC2=O)cc1 (stereo not given)	-2	-6	-1	5	-0.8	19	-0.4	0.7	-1
CN(Cc1ccccc1)C(=O)CN(Cc1ccccc1)S(C)(=O)=O	3	2	-6	-1	-0.6	11	-1.4	-0.3	33
O=C(CCc1ccccc1)n1nc(-c2ccccc2)nc1NCc1ccco1	9	1	-7	-1	0.3	8	-0.7	0.5	12
CC(=O)NC(Cc1c[nH]c2ccccc12)C(=O)NCc1ccc2c(c1)OCO2 (stereo not given)	1	3	1	0	0.2	9	-0.8	0.6	-2
Cc1ccccc1NC(=O)OCCN1CCN(Cc2ccccc2)CCC1=O	1	1	0	0	0.1	15	2.1	-0.3	8
CN(C)S(=O)(=O)c1ccc(Cl)c(C(=O)Nc2cccc([N+](=O)[O-])c2)c1	-3	-3	-6	1	0.8	8	-0.1	1.2	-39
CCOc1ccc(NS(=O)(=O)c2ccc3c(c2)CCN3C(=O)C2CCC2)cc1	-1	2	-5	-1	-0.1	11	-1.0	-0.5	-24
CC(=O)c1cccc(CN2CCCC(CCC(=O)NCc3ccc(F)c(F)c3)C2)c1 (stereo not given)	18	1	4	-1	0.1	2	3.1	-0.1	-4
Cc1nc2ccc(NC(=O)C3CCN(S(=O)(=O)c4cccs4)CC3)cc2s1	0	2	2	0	-0.1	11	-2.4	-0.6	-28
COC(=O)c1ccccc1S(=O)(=O)N(Cc1cc2cc3c(cc2[nH]c1=O)OCO3)C1CCCCC1	-1	-2	-9	-2	-0.2	.	0.5	-2.3	25
CCOc1ccc(Br)cc1S(=O)(=O)Nc1nc(CN2CCOCC2)nc2sc(C)c(C)c12	1	-9	-4	-3	-0.2	24	0.3	-1.5	21
